BH1578 lux ind = inducers of Vibrio cholerae quorum light production without autoinducers, primary screen, BH1578 luxS cqsA deficient, single point. V. cholerae BH1578 lux reporter, luminescence, 6 h. activation, % at 18.7 µM. AID 588436, 2011. actives 0.16% (n = 350,000); in the data active means activation mostly above about 9.7%, no sharp cut-off; further: not every result past the cut was called active; inactives centre near 0; reference of the scale not given here
GDH-TPI counter = GDH-TPI coupling enzyme inhibitors, primary screen, artefact control for M. tuberculosis FBA inhibitor project, biochemical, absorbance, full deck | GDH-TPI coupled enzyme counterscreen, NADH absorbance | inhibition, % at 4.8 µM | actives 1.2% (n = 360,000); in the data active means inhibition above about 30%;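 further: 0% = DMSO wells and 100% = wells lacking the enzyme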
UGM FP inh = M. tuberculosis UGM enzyme inhibitors, primary screen, biochemical, fluorescence polarization, single point. AID 504406, 2011. actives 0.06% (n = 320,000). inhibition, % at 10 µM. purified UGM, fluorescence polarization probe displacement. UDP-galactopyranose mutase (Mycobacterium tuberculosis (strain ATCC 25618 / H37Rv)), …; in the data active means inhibition above about 10%, passing the limit was not always enough
Mtb FBA inh = Mtb FBA enzyme inhibitors, primary screen, biochemical, fluorescence, strain H37Rv; inhibition, % at 1 µM; AID 588726, 2011; actives 2.3% (n = 360,000); purified M. tuberculosis FBA, fluorescence read-out; in the data active means inhibition above about 27%;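 further: 0% = vehicle and 100% = reference inhibitor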
Yp Topo-I inh = Yersinia pestis topoisomerase I inhibitors, primary screen, biochemical, cleavage product accumulation, plate reader, single point. DNA topoisomerase I (Yersinia pestis CO92). Y. pestis Topo-I cleavage product accumulation. activity, % at 10 µM. actives 0.064% (n = 360,000); in the data active means activity above about 50%, passing the limit was not always enough; further: inactives centre near 2
Mtb BioA inh = M. tuberculosis BioA enzyme inhibitors, primary screen, biochemical, plate reader, single point, HTS | 7,8-diaminopelargonic acid synthase BioA (Mycobacterium tuberculosis) | purified M. tuberculosis BioA enzyme | inhibition, % at 9.99 µM | actives 0.096% (n = 360,000) | AID 602481, 2012; in the data active means inhibition above about 40%
PfHsp40 rescue = rescue of yeast from PfHsp40 toxicity, primary screen, S. cerevisiae, ATP luminescence | S. cerevisiae expressing PfHsp40, growth rescue | growth rescue, % at 12.5 µM | actives 0.68% (n = 340,000) | AID 504582, 2011; in the data active means growth rescue above about 28%, passing the limit was not always enough;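 further: yeast W303a lacking pdr1 and pdr3 grown in galactose medium; growth measured after three days at 30 °C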
TcdB GH inh = TcdB glycohydrolase inhibitors, primary screen, biochemical, single point, plate reader; TcdB glycohydrolase enzymatic assay; inhibition, % at 9.99 µM; actives 0.24% (n = 350,000); AID 652162, 2013; in the data active means inhibition above about 10%
FadD28 FP inh = inhibitors of FadD28 bisubstrate probe binding, primary screen, biochemical, fluorescence polarization, single point | inhibition, % at 12.5 µM | actives 0.22% (n = 360,000) | AID 588549, 2011; in the data active means inhibition above about 8.5%, passing the limit was not always enough
Starred values were filed as active, the others as inactive; i = inactive; . = no result given. Rows were taken by chance (roughly 4.6% active in at least one column).

SMILES	BH1578 lux ind	GDH-TPI counter	UGM FP inh	Mtb FBA inh	Yp Topo-I inh	Mtb BioA inh	PfHsp40 rescue	TcdB GH inh	FadD28 FP inh
CC(=O)NNC(=S)NC(=O)C(c1ccccc1)c1ccccc1	-0.7	-5	-0.8	-3	-13	.	-0.3	-0.1	-2.8
CC(=O)c1cccc(NC(=O)C(Sc2ncnc3ccccc23)c2ccccc2)c1 (stereo unspecified)	-2.1	5	.	-1	2	.	-0.2	.	-0.8
CCn1c(=O)cc(OCC(=O)NCCCN2CCCC2=O)c2ccccc21	-0.4	9	-1.3	-1	-1	-2.2	-2.5	1.7	-1.0
CC(=O)CN1C(=O)NC(c2ccccc2)(c2ccccc2)C1=O	0.3	-1	-0.3	1	-8	1.8	2.8	1.7	-2.8
CC12CCC(O)CC1=CCC1C2CCC2(C)C(c3ccn[nH]3)CCC12 (stereo unspecified)	i	8	.	0	6	-1.2	-0.1	1.7	-1.3
Cc1ccc(S(=O)(=O)N2CCC(C(=O)N[C@@H](C)C(=O)NCc3ccco3)CC2)cc1	i	7	1.7	-1	-2	.	0.9	.	1.1
CC(=O)Nc1ccc(S(=O)(=O)Nc2c(C)nn(-c3ccccc3)c2C)cc1	-1.6	5	1.2	-1	-3	0.3	0.6	0.2	-4.9
CC(C)(C)C(=O)Nc1ccc(C(=O)N/N=C/c2ccccc2OC(=O)c2ccccc2)cc1	i	20	-2.1	-2	-7	-1.0	-0.9	.	-2.8
CSc1ncccc1C(=O)NCC(c1cccs1)N1CCOCC1 (stereo unspecified)	i	6	1.4	4	-4	.	-1.4	0.3	0.2
CC1=C(C(=O)OC(C)C)C(c2ccc(F)cc2)NC(=O)N1 (stereo unspecified)	i	8	1.5	-3	14	0.4	0.8	.	0.2
CCC(OC(=O)C1=Cc2ccccc2OC1)C(=O)NC1CCCC1 (stereo unspecified)	-5.3	6	0.5	2	-3	-4.4	-0.7	0.7	-0.8
CCN1CCn2c3c(c4cc(Cl)ccc42)CCCC31 (stereo unspecified)	i	1	-0.4	2	0	1.6	-0.2	.	-4.7
Clc1nc(Cl)nc(NCCC2=CCCCC2)n1	-0.3	1	0.0	-2	6	.	1.0	1.5	-1.7
CCOc1ccc(N2C(=O)c3cccnc3C2Nc2ccc(F)cc2)cc1 (stereo unspecified)	-0.2	-4	2.8	0	8	1.4	-0.1	.	-4.2
Cc1nc(N2CCC(C)CC2)c2c(C)c(C(=O)Nc3ccccc3C(F)(F)F)sc2n1	i	3	-2.5	0	10	.	0.5	0.7	-1.2
CC(C)(C)c1ccc(S(=O)(=O)CC(O)CSc2nc3c(cc2C#N)CCCC3)cc1 (stereo unspecified)	-0.6	9	-1.6	1	10	0.6	2.2	.	-3.3
COc1cccc(NC(=O)N2CCCCCC2)c1	-0.3	-4	-0.7	0	7	-0.6	-0.1	1.3	-4.1
O=C1CCCc2oc3c(c21)CCCC3	i	-1	-1.5	2	-3	0.0	0.0	-0.3	-1.5
Clc1cccc(COn2c(-c3ccc(Cl)cc3Cl)nc3ncccc32)c1	i	1	-3.9	-1	10	7.7	8.6	.	-7.1
CCOc1ccc(NC(=O)CN(C)C(=O)c2ccc(COc3ccccc3)o2)cc1OCC	i	-23	0.3	-2	3	-0.1	2.3	-2.0	-3.3

Continued, starting with the last five of the part before.
SMILES	BH1578 lux ind	GDH-TPI counter	UGM FP inh	Mtb FBA inh	Yp Topo-I inh	Mtb BioA inh	PfHsp40 rescue	TcdB GH inh	FadD28 FP inh
CC(C)(C)c1ccc(S(=O)(=O)CC(O)CSc2nc3c(cc2C#N)CCCC3)cc1 (stereo unspecified)	-0.6	9	-1.6	1	10	0.6	2.2	.	-3.3
COc1cccc(NC(=O)N2CCCCCC2)c1	-0.3	-4	-0.7	0	7	-0.6	-0.1	1.3	-4.1
O=C1CCCc2oc3c(c21)CCCC3	i	-1	-1.5	2	-3	0.0	0.0	-0.3	-1.5
Clc1cccc(COn2c(-c3ccc(Cl)cc3Cl)nc3ncccc32)c1	i	1	-3.9	-1	10	7.7	8.6	.	-7.1
CCOc1ccc(NC(=O)CN(C)C(=O)c2ccc(COc3ccccc3)o2)cc1OCC	i	-23	0.3	-2	3	-0.1	2.3	-2.0	-3.3
CC(C)C[C@H](NC(=O)[C@@H]1Cc2c([nH]c3ccccc23)C2c3ccccc3C(=O)N21)C(=O)NCC1CCCO1 (stereo partly specified)	-0.4	8	2.5	8	0	0.7	0.0	0.5	-2.3
CCOC1(c2ccccc2)CC1C(=O)N/N=C/c1cccc([N+](=O)[O-])c1 (stereo unspecified)	-0.7	3	-1.5	-2	-5	.	0.9	4.3	-1.1
CC(=O)c1ccc(NC(=O)c2cccc(S(=O)(=O)N3CCN(C)CC3)c2)cc1	-0.2	-5	1.1	1	-15	9.6	-0.3	0.8	-2.9
CCc1cc(C(=O)NNC(=S)NC(C)c2ccccc2)cs1 (stereo unspecified)	-1.8	7	0.4	2	14	1.1	4.6	8.1	-0.1
COCCCN=Cc1c(-c2ccccc2)[nH]n(-c2nc3ccccc3s2)c1=O	-0.4	7	-1.0	3	17	0.5	-0.1	1.2	-7.2
Cn1nc(-c2ccccc2F)c2cc(C(=O)N3CCN(C(=O)c4ccco4)CC3)sc21	-2.1	-7	2.8	-1	28	0.0	0.3	.	-0.6
CC(C)c1ccc(/C=C/C(=O)NC2CCCCC2)cc1	-1.0	-9	1.5	-1	-8	0.2	0.5	0.6	-5.0
CCOC(=O)C1CCCN(S(=O)(=O)c2nc3nc(C)cc(C)n3n2)C1 (stereo unspecified)	i	10	2.0	0	0	5.5	-2.8	0.2	-1.3
COC(=O)c1cccc(NC(=O)CC2C(=O)NCCN2C(=O)Nc2ccccc2)c1 (stereo unspecified)	-0.8	2	-4.0	3	-3	1.5	-1.2	1.2	-2.1
COCCOC(=O)C1=C(N)Oc2c(oc(CO)cc2=O)C1c1ccccc1F (stereo unspecified)	-0.4	11	2.6	1	5	-6.2	-1.2	1.0	0.6
COc1ccc(C(=O)NCc2nnc(SCC(=O)Nc3nnc(C)s3)o2)cc1	-1.2	3	-1.9	2	8	0.7	0.9	-8.6	-1.1
CCCN(CC(=O)Nc1ccccc1OC)C(=O)CCCN1C(=O)c2ccccc2C1=O	-2.8	-10	-1.9	1	4	0.7	0.1	-0.2	-0.7
CC1(C)N=C(N)N=C(N)N1c1ccc(Oc2ccc(Cl)cc2)c(Cl)c1	i	6	1.5	5	-7	-1.3	-0.4	1.6	-10
Cn1c(N)c(C(=O)COC(=O)/C=C/c2cccc(Br)c2)c(=O)n(C)c1=O	i	-11	-0.4	0	-4	8.8	1.6	-3.0	-2.8
CC(=O)Nc1ccc(NC(=O)C(C)OC(=O)CC2CCCCC2)cc1 (stereo unspecified)	-0.6	0	-1.8	-1	5	-1.0	-0.5	1.3	0.4
Cn1nc(CC(=O)Nc2ccc(N3CCN(C(=O)OC(C)(C)C)CC3)cc2)c2ccccc2c1=O	6.2	2	1.7	1	-7	1.0	-0.8	.	-0.8
COc1cc(NC(=O)Nc2cc(C)on2)cc(OC)c1OC	-0.3	-7	-1.2	-1	-3	12	1.1	0.4	-2.5
CC(C)(C)c1ccc(C(=O)NCC(=O)OCN2C(=O)c3ccccc3C2=O)cc1	-0.3	1	4.2	0	-12	-2.6	-0.9	.	0.6
Cc1nn(-c2nnc(NCc3ccccc3)nn2)c(C)c1Br	-0.3	7	-0.6	-4	9	0.2	0.8	.	-2.5
COc1ccc(NC(=O)c2ccc(NC(=O)C3CC3)cc2)cc1	i	-1	-2.4	0	1	-1.9	-1.7	-0.1	-2.4
C=CCn1c(O)c(C(CC)=Nc2ccc(N(C)C)cc2)c(=O)[nH]c1=O	i	2	-2.4	0	14	-1.1	0.6	-5.3	-0.2
CCn1c(SCc2nc(-c3ccccc3)no2)nnc1-c1cccs1	-0.3	4	-0.2	0	13	8.9	0.3	.	-0.3
Cc1cc(N)n(-c2ccc3ccccc3c2)n1	-0.7	10	0.2	-2	4	0.6	-0.4	.	-1.6
Cc1cccc(C(=S)N2CCOCC2)n1	-0.4	11	0.6	0	-4	-0.1	-0.3	0.3	-0.4
Cc1ccc(-n2c(=O)c3sccc3n(CC(=O)NCc3ccco3)c2=O)cc1F	i	-12	-2.0	-2	0	0.9	0.1	.	-0.3
COc1ccc(/C=N/NC(=O)c2ccc(C)nc2)cc1O	-0.2	33*	1.9	1	0	1.5	0.0	1.7	2.0
C=CCc1cccc(/C=N/NC(=O)CNc2ccccc2OC)c1O	i	10	2.5	-3	-3	-2.2	-0.6	0.3	0.8
COc1ccc(NS(=O)(=O)c2ccc3c(c2)N(C(C)=O)CCO3)cc1	-0.7	-6	-0.3	1	-4	-0.1	-0.6	1.8	-2.7
Cc1nn(C(C)C(=O)O)c(=O)c2c1sc1ccccc12 (stereo unspecified)	-2.2	5	0.0	1	-4	-1.4	-1.8	.	-3.6
CCCCOc1ccc(C(=O)Nc2ccc(N3CCN(C)CC3)cc2)cc1	-0.1	5	2.4	-1	-9	-2.5	-0.2	.	-0.2
COc1ccc(C(=O)OC(COc2ccccc2)Cn2ccnc2)cc1 (stereo unspecified)	-1.7	-8	3.2	3	18	3.5	-0.1	.	-4.5
Cc1cc(C)c2ccc(=O)n(CC(=O)N/N=C/c3ccccc3Cl)c2n1	-0.6	2	-1.6	1	-7	-1.3	0.1	-1.6	-2.4
CC(C(=O)c1ccc(-c2ccccc2)cc1)[n+]1cccc(C(N)=O)c1 (stereo unspecified)	-0.2	11	-0.8	1	0	-3.1	0.5	1.6	-0.1
Cc1nnc(SCC(=O)N2CCN(S(=O)(=O)c3ccccc3)CC2)[nH]c1=O	i	1	-1.8	1	2	0.1	1.0	.	-3.1
Cc1[nH]c2ccc(C(=O)N3CCN(Cc4ccccc4)CC3)cc2c1C	i	8	0.6	1	-4	-0.1	-0.6	0.7	0.1
CCOCC(=O)Nc1cccc(SC)c1	-0.6	3	2.1	0	2	.	-0.7	-0.6	-2.0
Cc1nnc2c(NC3CCCCC3)nc3ccccc3n12	i	3	-1.1	1	2	-0.6	-0.2	1.5	-0.8
Cc1nc2nc(C)c(CCC(=O)N3CCN(c4ccccc4)CC3)c(C)n2n1	1.3	-6	-0.4	4	0	0.2	0.3	.	0.1
CCN(CC)C(=O)CCCSc1nnc(Nc2ccccc2F)s1	-0.3	4	1.5	-3	6	.	-0.6	1.8	-4.5
COc1cccc(C(c2ccccc2)N2C3CCC2CN(S(=O)(=O)c2ccc(F)cc2)CC3)c1 (stereo unspecified)	-14	5	1.7	1	2	-2.3	-0.1	1.2	0.3
COc1cccc(Nc2nc(C(N)CCc3ccccc3)cs2)n1 (stereo unspecified)	i	11	.	-2	-10	3.7	.	1.7	-4.8
COCCCNC(=O)c1cc(-c2cccnc2)nc2ccccc12	-0.8	11	-0.8	4	-1	0.6	0.2	-0.2	-1.2
COc1ccc(N2CCN(Cc3cc(=O)oc4cc(C)c(Cl)c(C)c34)CC2)cc1	-0.5	11	0.2	3	-1	-2.5	0.5	.	1.3

Compound profiles (already shown). Values in the order: BH1578 lux ind | GDH-TPI counter | UGM FP inh | Mtb FBA inh | Yp Topo-I inh | Mtb BioA inh | PfHsp40 rescue | TcdB GH inh | FadD28 FP inh
Cc1ccc(-n2c(=O)c3sccc3n(CC(=O)NCc3ccco3)c2=O)cc1F reads i | -12 | -2.0 | -2 | 0 | 0.9 | 0.1 | . | -0.3
Cc1cc(C)c2ccc(=O)n(CC(=O)N/N=C/c3ccccc3Cl)c2n1 reads -0.6 | 2 | -1.6 | 1 | -7 | -1.3 | 0.1 | -1.6 | -2.4
Cc1cccc(C(=S)N2CCOCC2)n1 reads -0.4 | 11 | 0.6 | 0 | -4 | -0.1 | -0.3 | 0.3 | -0.4

Bioassay records from PubChem BioAssay.
